TcdB GH inh: inhibitors of Clostridioides difficile toxin B glycohydrolase | TcdB glycohydrolase enzymatic assay, plate reader | AID 652162 | actives 0.24% (n = 350,000) | inhibition, % at 9.99 µM; in the data active means inhibition above about 10%
An asterisk follows results filed as active.

SMILES | TcdB GH inh
C[C@@H]1CN([C@H](C)CO)C(=O)c2cc(C#CCN(C)C)cnc2O[C@@H]1CN(C)Cc1ccc(C(=O)O)cc1 | -4.8
CCC(=O)N1[C@@H](CO)[C@@H](c2ccccc2)C12CN(Cc1ccccc1Cl)C2 | -2.9
C[C@@H]1CN([C@H](C)CO)C(=O)c2cccc(NC(=O)C3CCCCC3)c2O[C@@H]1CN(C)Cc1ccc(Oc2ccccc2)cc1 | 1.5
O=C(N[C@@H]1C=C[C@H](CC(=O)N2CCC(Cc3ccccc3)CC2)O[C@H]1CO)c1cnccn1 | -0.5
O=C(Cc1ccccc1)N1CCCCN2[C@@H](CO)[C@H](c3ccc(C#CC4(O)CCCC4)cc3)[C@@H]2C1 | 0.0
C[C@@H]1CN([C@@H](C)CO)C(=O)c2cc(C#CCc3ccccc3)cnc2O[C@@H]1CN(C)Cc1ccc(C(=O)O)cc1 | 0.7
O=C(O)C[C@H]1CC[C@H](NC(=O)c2ccccc2F)[C@H](CO)O1 | -7.3
C[C@@H]1CN([C@H](C)CO)C(=O)c2cc(NS(=O)(=O)c3ccc(Cl)cc3)ccc2O[C@@H](C)CCCCO[C@@H]1CN(C)C(=O)Cc1ccccc1 | -4.9
COc1ccc(C#Cc2cnc3c(c2)C(=O)N([C@@H](C)CO)C[C@H](C)[C@@H](CN(C)C(=O)CC2CC2)O3)cc1 | -1.1
CN(C)c1ccc2c(c1)[C@H]1C[C@H](CC(=O)NCCc3ccccc3)O[C@@H](CO)[C@H]1O2 | -63
COc1ccc(S(=O)(=O)Nc2ccc3c(c2)CC(=O)N([C@@H](C)CO)C[C@@H](C)[C@H](CN(C)Cc2ccc(Cl)c(Cl)c2)O3)cc1 | 0.4
COCC#Cc1cnc2c(c1)C(=O)N([C@H](C)CO)C[C@@H](C)[C@@H](CN(C)C(=O)c1cccnc1)O2 | -0.5
C[C@@H]1CCCCO[C@@H](CN(C)S(=O)(=O)c2cccs2)[C@H](C)CN([C@H](C)CO)C(=O)c2cc(NC(=O)Nc3ccc(F)cc3)ccc2O1 | 0.9
CC(C)NC(=O)N(C)C[C@@H]1Oc2c(NS(=O)(=O)c3cn(C)cn3)cccc2C(=O)N([C@H](C)CO)C[C@@H]1C | 1.1
COCCNC(=O)C[C@H]1CC[C@@H]2[C@H](COC[C@@H](O)CN2C(=O)Nc2ccc3c(c2)OCO3)O1 | -0.4
CCC(=O)N1CCCCN2[C@H](C1)[C@H](c1ccc(C#Cc3cccnc3)cc1)[C@@H]2CO | -0.1
Cc1noc(C)c1S(=O)(=O)N(C)C[C@H]1Oc2ccc(NS(=O)(=O)c3ccc(F)cc3)cc2CC(=O)N([C@H](C)CO)C[C@H]1C | 1.0
C[C@H]1CN([C@@H](C)CO)C(=O)c2cc(NC(=O)C3CC3)ccc2O[C@H]1CN(C)S(C)(=O)=O | -0.3
O=C(O)C[C@H]1C[C@H]2c3cc(NC(=O)Cc4ccncc4)ccc3O[C@H]2[C@H](CO)O1 | -2.5
O=C(Cc1ccncc1)N1CC(=O)N2[C@@H](CO)[C@H](c3ccc(C4=CCCC4)cc3)[C@@H]2C1 | 1.3
C[C@@H]1CN([C@H](C)CO)C(=O)c2cc(N(C)C)ccc2O[C@@H](C)CCCCO[C@@H]1CN(C)Cc1ccccc1 | -22
C[C@H](CO)N1C[C@H](C)[C@H](CN(C)C(=O)C2CCC2)Oc2cc(C#Cc3ccncc3)ccc2S1(=O)=O | -0.4
O=C(NC1CCC1)[C@@H]1[C@@H](CO)[C@@H]2Cn3c(ccc(/C=C/c4ccccc4)c3=O)[C@@H]2N1Cc1ccncc1 | -0.8
C[C@@H]1CN([C@@H](C)CO)C(=O)c2cc(NS(=O)(=O)c3ccc(F)cc3)ccc2O[C@@H](C)CCCCO[C@@H]1CN(C)S(=O)(=O)c1cccs1 | -1.8
C[C@@H]1CN([C@H](C)CO)C(=O)c2cccc(NS(=O)(=O)c3ccc(F)cc3)c2O[C@H]1CN(C)S(=O)(=O)c1cccs1 | -0.1

Overlap with the part before: 3 compounds, followed by the next part.
SMILES | TcdB GH inh
O=C(NC1CCC1)[C@@H]1[C@@H](CO)[C@@H]2Cn3c(ccc(/C=C/c4ccccc4)c3=O)[C@@H]2N1Cc1ccncc1 | -0.8
C[C@@H]1CN([C@@H](C)CO)C(=O)c2cc(NS(=O)(=O)c3ccc(F)cc3)ccc2O[C@@H](C)CCCCO[C@@H]1CN(C)S(=O)(=O)c1cccs1 | -1.8
C[C@@H]1CN([C@H](C)CO)C(=O)c2cccc(NS(=O)(=O)c3ccc(F)cc3)c2O[C@H]1CN(C)S(=O)(=O)c1cccs1 | -0.1
COc1ccc2c3c(n(C)c2c1)[C@@H](CO)N(C(=O)c1ccncc1)CC31CN(C)C1 | 0.5
COc1ccc(NC(=O)N(C)C[C@@H]2OCc3ccccc3-c3c(n(C)c4ccccc34)C(=O)N([C@@H](C)CO)C[C@H]2C)cc1 | 1.8
COc1ccc(-c2ccc([C@@H]3[C@@H](CO)N4C(=O)CN(C(=O)NC(C)C)C[C@H]34)cc2)cc1 | -1.0
O=C(C1CCCC1)N1CCCCN2[C@H](CO)[C@H](c3ccc(-c4cccc(F)c4)cc3)[C@@H]2C1 | -0.3
C[C@@H]1CN([C@@H](C)CO)C(=O)c2cc(NC(=O)Nc3ccc(F)cc3)ccc2O[C@@H](C)CCCCO[C@@H]1CN(C)Cc1ccc(C(F)(F)F)cc1 | 0.6
C[C@@H]1CN([C@@H](C)CO)C(=O)c2cccc(NC(=O)c3nc4ccccc4s3)c2O[C@H]1CN(C)S(=O)(=O)c1cccs1 | -0.9
C[C@H](CO)N1C[C@H](C)[C@H](CN(C)C(=O)c2ccccn2)Oc2cc(C#Cc3ccccc3)ccc2S1(=O)=O | -0.6
CCC(=O)Nc1ccc2c(c1)OC[C@H](C)N(Cc1cccc(F)c1)C[C@@H](C)[C@H](OC)CN(C)C2=O | -1.3
O=C(C[C@@H]1CC[C@@H]2[C@H](COC[C@H](O)CN2S(=O)(=O)c2cccc(Cl)c2)O1)Nc1ccc(-c2ccccc2)cc1 | -0.4
O=C(c1ccccc1F)N1C[C@H]2[C@@H](c3ccccc31)[C@H](CO)N2C(=O)C1CCCC1 | 0.8
C/C=C/c1ccc([C@H]2[C@@H](CO)N(c3ncc(CC)s3)[C@H]2C#N)cc1 | -2.1
COCC#Cc1cnc2c(c1)C(=O)N([C@@H](C)CO)C[C@H](C)[C@H](CN(C)C(=O)c1ccc(F)cc1)O2 | -0.5
COc1cccc(-c2cnc3c(c2)C(=O)N([C@@H](C)CO)C[C@@H](C)[C@@H](CN(C)Cc2cccnc2)O3)c1 | -0.1
Cc1ccccc1-c1ccccc1[C@H]1[C@@H](C#N)N(C(=O)c2ccccc2)[C@@H]1CO | 2.1
C[C@H]1CCCCO[C@@H](CN(C)S(=O)(=O)c2cccs2)[C@@H](C)CN([C@@H](C)CO)C(=O)c2cc(NS(=O)(=O)c3ccc(Cl)cc3)ccc2O1 | -0.7
Cc1ccc(-c2ccc3c(c2)O[C@H](CN(C)Cc2ccccn2)[C@H](C)CN([C@@H](C)CO)S3(=O)=O)cc1 | 0.6
CC(C)NC(=O)Nc1ccc2c(c1)C(=O)N([C@H](C)CO)C[C@H](C)[C@@H](CN(C)S(=O)(=O)c1ccc(Cl)cc1)OCCCC[C@@H](C)O2 | 0.1
O=C(NCC[C@H]1CC[C@H](NC(=O)C2CCCCC2)[C@@H](CO)O1)c1cnccn1 | -1.4
Cc1noc(C)c1S(=O)(=O)Nc1cccc2c1O[C@@H](CN(C)S(=O)(=O)c1cn(C)cn1)[C@@H](C)CN([C@H](C)CO)C2=O | 0.5
COCC(=O)N[C@H]1C=C[C@H](CC(=O)NCc2ccc(Cl)cc2)O[C@@H]1CO | -1.2
C[C@H](CO)N1C[C@H](C)[C@@H](CN(C)CC2CCCCC2)OCCCC[C@H](C)Oc2ccc(NC(=O)CCCCCC(=O)Nc3ccccc3N)cc2C1=O | -0.4
O=C(C[C@H]1C=C[C@H](NC(=O)c2ccccn2)[C@H](CO)O1)NCc1cccc(F)c1 | -0.4
Cc1noc(C)c1NC(=O)Nc1ccc2c(c1)C(=O)N([C@@H](C)CO)C[C@H](C)[C@@H](CN(C)Cc1ccc(-c3ccccc3)cc1)O2 | 0.1
CC(C)CC#Cc1ccc2c(c1)O[C@H](CN(C)S(=O)(=O)c1ccc(F)cc1)[C@@H](C)CN([C@H](C)CO)S2(=O)=O | 1.3
O=C(CCN1CCCCC1)NCC[C@H]1CC[C@H](NS(=O)(=O)c2cccc(F)c2)[C@H](CO)O1 | -0.4

Part of the list above in another layout:
> COCC#Cc1cnc2c(c1)C(=O)N([C@H](C)CO)C[C@@H](C)[C@@H](CN(C)C(=O)c1cccnc1)O2
  TcdB GH inh = -0.5
> C[C@@H]1CCCCO[C@@H](CN(C)S(=O)(=O)c2cccs2)[C@H](C)CN([C@H](C)CO)C(=O)c2cc(NC(=O)Nc3ccc(F)cc3)ccc2O1
  TcdB GH inh = 0.9
> CC(C)NC(=O)N(C)C[C@@H]1Oc2c(NS(=O)(=O)c3cn(C)cn3)cccc2C(=O)N([C@H](C)CO)C[C@@H]1C
  TcdB GH inh = 1.1

(listing goes on)
SMILES | TcdB GH inh
O=C(c1ccc(F)cc1)N1CC(=O)N2[C@@H](CO)[C@@H](c3ccc(-c4ccccc4)cc3)[C@@H]2C1 | -1.4
C[C@@H]1CN([C@@H](C)CO)C(=O)c2cc(C3=CCCCC3)cnc2O[C@H]1CN(C)C(=O)Nc1ccccc1 | -0.1
O=C(Cc1ccccc1)N[C@@H]1C=C[C@H](CC(=O)N2CCOCC2)O[C@@H]1CO | -0.5
COCC#Cc1cnc2c(c1)C(=O)N([C@@H](C)CO)C[C@H](C)[C@H](CN(C)C(=O)Nc1c(C)noc1C)O2 | 0.0
Cc1noc(C)c1S(=O)(=O)Nc1ccc2c(c1)C(=O)N([C@H](C)CO)C[C@@H](C)[C@H](CN(C)Cc1ccc(Cl)c(Cl)c1)OCCCC[C@@H](C)O2 | 0.5
CO[C@H]1CN(C)C(=O)c2cc(NC(C)=O)ccc2OC[C@@H](C)N(C(=O)CC2CC2)C[C@@H]1C | 1.5
C[C@H]1CN([C@@H](C)CO)C(=O)c2cc(-c3cccc(C#N)c3)cnc2O[C@@H]1CN(C)Cc1cncnc1 | -0.7
CCCNC(=O)N1[C@H](CO)[C@@H]2c3ccccc3N(C(=O)C3CCC3)C[C@@H]21 | 0.9
C[C@@H]1CCCCO[C@@H](CN(C)S(=O)(=O)c2ccccc2)[C@@H](C)CN([C@H](C)CO)C(=O)c2cc(NC(=O)Nc3ccccc3)ccc2O1 | 1.1
O=C(CC1CC1)Nc1ccc2c(c1)[C@@H]1C[C@H](CC(=O)N3CCCCC3)O[C@H](CO)[C@@H]1O2 | 0.0
C[C@@H]1CN([C@@H](C)CO)C(=O)c2cc(NS(=O)(=O)c3cn(C)cn3)ccc2O[C@@H](C)CCCCO[C@@H]1CN(C)C(=O)c1ccccc1 | -0.4
O=C(C[C@@H]1CC[C@H]2[C@@H](COC[C@H](O)CN2Cc2cccc(C(F)(F)F)c2)O1)NCc1ccncc1 | -1.0
CN(C)C(=O)C[C@H]1CC[C@H]2[C@@H](COC[C@@H](O)CN2CC2CC2)O1 | -2.6
C[C@@H]1CN([C@H](C)CO)C(=O)Cc2cc(NC(=O)Nc3ccccc3)ccc2O[C@H]1CN(C)C(=O)Nc1ccc2c(c1)OCO2 | -1.7
C[C@@H]1CN([C@H](C)CO)C(=O)Cc2cc(NC(=O)CCN3CCOCC3)ccc2O[C@H]1CN(C)C(=O)Nc1ccc(C(F)(F)F)cc1 | 1.3
CO[C@@H]1CN(C)C(=O)c2ccc(NC(=O)c3cccnc3)cc2OC[C@@H](C)N(CC2CC2)C[C@H]1C | 0.0
O=c1n(-c2ccccc2)c(=O)n2n1CC(COc1ccccc1)=C1[C@@H](CCc3ccccc3)OB(O)C[C@@H]12 | -1.2
Cc1noc(C)c1S(=O)(=O)Nc1ccc2c(c1)C(=O)N([C@@H](C)CO)C[C@@H](C)[C@H](CN(C)C(=O)Nc1ccccc1)OCCCC[C@@H](C)O2 | 0.7
CO[C@@H](CN(C)S(=O)(=O)c1ccc(C)cc1)[C@H](C)CN(Cc1ccccc1Cl)[C@H](C)CO | 0.2
C[C@@H]1CN([C@H](C)CO)C(=O)CCCn2cc(nn2)CO[C@@H]1CN(C)Cc1ccc2c(c1)OCCO2 | 1.1
CCCN(C)C[C@@H]1OCCCC[C@H](C)Oc2ccc(NC(=O)c3ccccc3)cc2C(=O)N([C@@H](C)CO)C[C@@H]1C | -4.8
COC(=O)C[C@@H]1C=C[C@@H](NC(=O)c2ccccc2)[C@@H](CO)O1 | 1.0
Cc1ccccc1-c1ccc([C@H]2[C@@H](CO)N3CCCCN(C(=O)c4cccnc4)C[C@@H]23)cc1 | -1.6
O=C(O)C[C@@H]1CC[C@H]2[C@@H](COC[C@@H](O)CN2S(=O)(=O)c2ccc(F)cc2)O1 | 0.2
COc1ccc(S(=O)(=O)N(C)C[C@@H]2OCCCC[C@@H](C)Oc3ccc(NS(C)(=O)=O)cc3C(=O)N([C@H](C)CO)C[C@@H]2C)cc1 | 0.5
COCC(=O)N[C@@H]1CC[C@@H](CC(=O)N2CCCCC2)O[C@H]1CO | -0.4
O=C(C[C@@H]1CC[C@H](NC(=O)c2cccnc2)[C@H](CO)O1)NCc1ccncn1 | -0.4
COc1cccc(S(=O)(=O)N[C@H]2CC[C@@H](CCn3cc(-c4ccccc4OC)nn3)O[C@@H]2CO)c1 | 0.5
COc1ccc(NC(=O)N(C)C[C@H]2Oc3ccc(NC(=O)CCCCCC(=O)Nc4ccccc4N)cc3C(=O)N([C@H](C)CO)C[C@H]2C)cc1 | 0.7
COc1ccccc1CNC(=O)C[C@@H]1C[C@@H]2c3cc(NC(=O)Nc4ccccc4F)ccc3O[C@@H]2[C@@H](CO)O1 | 0.1

Source: PubChem (Broad Institute)

These rows are one share of the data; count on the stated rates, not on these rows.
